KOR beta-arrestin-1 = KOR agonists, beta-arrestin recruitment, primary screen, cell-based, luminescence, uHTS (AID 1777). Kappa-type opioid receptor (Homo sapiens). KOR beta-arrestin recruitment, luminescence; higher % means a stronger effect. activation, % at 10 µM; hits with a dose series show EC50 in µM. hit rate 0.02% among 280,000; in the data active = activation above about 50%, passing the limit was not always enough; also: a part of the inactive calls stands beside numbers as strong as those of hits
Dynein transport = inhibitors of GR-EGFP nuclear translocation, primary screen, dynein cargo transport inhibitor project, imaging, high-content, 3617.4 mouse cells. hit rate 0.47% among 220,000. AID 1381, 2008. z-score, hits read low. test concentration mostly 20 µM; stimulated with dexamethasone, 1 µM; stronger effect = lower value;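 active = plate z-score of nuclear minus cytoplasmic receptor signal below a set negative limit, without overly bright fluorescence or cell loss, cut at about -3.5 in these data, passing the limit was not always enough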;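 also: z-score of nuclear minus cytoplasmic ring GR-EGFP intensity difference per well; some compounds called inactive have numbers as strong as hits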
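Also added: dexamethasone, 1.0 µM final. Medium: tet-free, stripped-serum medium. Detection: fixed, Hoechst-stained cells imaged at 10x for EGFP. Read-out: nuclear-to-cytoplasmic GR-EGFP distribution per well. Times: induction 48 h, compound 1 h, agonist 30 min.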
M1AAP inhibition = P. falciparum M1AAP inhibitors, biochemical, fluorogenic H-Leu-NHMec substrate, 1536-well (AID 1445); hit rate 0.42% among 220,000; Aminopeptidase N (Plasmodium falciparum (isolate 3D7)); recombinant M1AAP, H-Leu-NHMec fluorogenic kinetic assay; higher % means a stronger effect; inhibition, % at 30 µM, or IC50 in µM where a hit was titrated;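 active = primary inhibition above the hit cutoff, then over 50% inhibition at one or more dose response concentrations, cut at about 23% in these data, passing the limit was not always enough; inconclusive = conflicting primary data, or primary hits not chosen for dose response; inactive = low primary inhibition, or under 50% at every dose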;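 also: plate controls were DMSO full reaction for no effect and no enzyme background for full effect; strong numbers were not always called active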
P. falciparum M17LAP = P. falciparum M17LAP inhibitors, primary screen, biochemical, fluorogenic H-Leu-NHMec substrate, 1536-well (AID 1619); recombinant M17LAP, H-Leu-NHMec fluorogenic kinetic assay; higher % means a stronger effect; inhibition, % at 30 µM, or IC50 in µM where a hit was titrated; hit rate 0.38% among 220,000; Leucine aminopeptidase (Plasmodium falciparum (isolate 3D7));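 active = compound inhibiting the enzyme by more than half at any dose during confirmatory dose-response retesting; inconclusive = strong single-dose inhibitors picked by rank but not retested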;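 also: plate controls were full reaction with DMSO carrier for no effect and no enzyme background for full effect; strong numbers were not always called active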
HEK293 NOD2/NF-kB = NOD2 signaling inhibitors, cell-based, luminescence, uHTS, HEK293 (AID 1566); inhibition, % at 4 µM; hits with a dose series show EC50 in µM; hit rate 0.63% among 290,000; HEK293 NOD2/NF-kB luciferase reporter, luminescence; higher % means a stronger effect; also: many of its hits are not listed in these tables
KOR beta-arrestin-2 = KOR antagonists, beta-arrestin recruitment, cell-based, luminescence, uHTS (AID 1778) | Kappa-type opioid receptor (Homo sapiens) | KOR beta-arrestin recruitment, luminescence, antagonist mode; higher % means a stronger effect | one-dose inhibition, % at 10 µM; IC50 in µM for titrated hits | hit rate 0.091% among 290,000; also: strong numbers were not always called active
AID2073 = inhibitors of Mint1-CaV2.2 protein interaction, biochemical, HTRF (AID 2073). inhibition, % at 20 µM; hits with a dose series show IC50 in µM. HTRF protein-protein interaction, Mint1-CaV2.2; higher % means a stronger effect. Voltage-dependent N-type calcium channel subunit alpha-1B (Homo sapiens). hit rate 0.19% among 290,000; in the data active = inhibition mostly above about 51%, no sharp cut-off; inconclusive = no clear call, values can overlap the other calls; inactive = mostly below about 53%; also: some results filed as inactive read as strong as hits
NOD1 NF-kB reporter = NOD1 signaling inhibitors, primary screen, cell-based, luminescence, uHTS (AID 1578). NOD1-driven NF-kB luciferase reporter cells, luminescence; higher % means a stronger effect. inhibition, % at 4 µM, or EC50 in µM where a hit was titrated. hit rate 1% among 290,000; in the data active = inhibition mostly above about 36%, no sharp cut-off; inactive = mostly below about 34%;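 also: HEK-293T reporter cells stimulated with the NOD1 agonist gamma-tri-DAP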
GPR55 activation = GPR55 agonists via beta-arrestin recruitment, primary screen, imaging, U2OS cells, beta-arrestin-GFP redistribution (AID 1961); U2OS GPR55 beta-arrestin-GFP redistribution imaging; higher % means a stronger effect; hit rate 0.048% among 290,000; G-protein coupled receptor 55 (Homo sapiens); activation, % at 10 µM, or EC50 in µM where a hit was titrated;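 active = activation above 40% with more than 50 cells counted in the well; inconclusive = wells holding fewer than 50 cells, flagged as toxic or sparse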;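 also: U2OS osteosarcoma cells stably expressing GPR55 and beta-arrestin-GFP; plate controls were DMSO negative control for no effect and LPI positive control for full effect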
Dynein transport cytoplasmic EGFP = recorded beside Dynein transport, whose call it bears; z-score; measured here: cytoplasmic GR-EGFP intensity; stronger effect = higher value
Dynein transport nuclear GR-EGFP = also measured in Dynein transport; calls as there; z-score; measured here: nuclear GR-EGFP intensity;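 lower value marks the stronger effect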
Dynein transport cell count = second read-out of Dynein transport, no call of its own (marks repeat the call); z-score; measured here: cell count per field
* = called active by the depositor; ? = inconclusive; . = not tested or not shown; [ ] = dose if it differs, or a comment. Rule as the data show it, unless noted: active = inhibition above about 50%; inactive = the rest. A portion of the library; the hit share may differ from the screen's.

SMILES	KOR beta-arrestin-1	Dynein transport	Dynein transport cytoplasmic EGFP	Dynein transport nuclear GR-EGFP	Dynein transport cell count	M1AAP inhibition	P. falciparum M17LAP	HEK293 NOD2/NF-kB	KOR beta-arrestin-2	AID2073	NOD1 NF-kB reporter	GPR55 activation
CCN(CC)CCCN(Cc1cc2cc3c(cc2[nH]c1=O)OCO3)C(=S)NCc1ccco1	-8.2%	-0.81	-0.15	-0.0039	-0.044	12%	14%	-10%	8%	-7%	-6%	-0.1%
C/C(=N\Nc1nc2ccccc2[nH]1)c1ccc(C)o1	-1.2%	2.3	-0.044	1.3	-1.1	10%	16%	-40%	34%	-3%	-45%	-0.1%
CCc1cccc(NC(=S)N2CCC(c3ccccc3)C2)c1 (stereo not drawn)	3.3%	2.1	-0.17	1.2	-1.7	1%	0%	-62%	-9%	-20%	-39%	0.2%
COc1ccc(-c2nnc(-c3ccc(F)cc3)o2)cc1	3.9%	.	.	.	.	.	.	-111%	-12%	11%	-15%	0.7%
CCc1nnc(NC(=O)c2cc(OC)c(OC)cc2[N+](=O)[O-])s1	-1.9%	-0.33	-0.3	-0.017	0.2	7%	9%	-2%	13%	-13%	-22%	-0.1%
COc1ccc(C2C(C(=O)OCC(=O)N3CCCCC3)CCC(=O)N2c2ccc(OC)cc2)cc1 (stereo not drawn)	-4.4%	0.8	-0.34	-0.098	-0.14	0%	-4%	19%	11%	-6%	-21%	0.4%
CCCC(C)C(=O)Nc1ccccc1C(=O)OCC (stereo not drawn)	-4.5%	0.17	-0.18	0.3	-0.041	7%	-1%	18%	-27%	-10%	5%	-0.2%
Cc1ccc(N=C2NC(=O)CS2)c(C)c1	-3.1%	-0.86	-0.24	-0.084	-0.11	4%	-11%	-7%	21%	9%	-18%	-0.2%
COCc1cc(=O)[nH]c(=S)[nH]1	-3.0%	-0.2	0.02	0.021	0.63	11%	16%	8%	18%	-7%	-4%	-0.1%
CCN1CCCc2cc(CN(CCN3CCOCC3)C(=S)Nc3ccc(C)cc3)ccc21	-2.0%	-0.89	-0.24	-0.59	0.8	2%	0%	0%	6%	3%	12%	-0.3%
Cc1[nH]c2ccc(OC(=O)N3CCOCC3)cc2c1C(=O)OC(C)C	-4.5%	-0.15	-0.27	-0.091	1.4	8%	7%	29%	2%	-4%	23%	-0.1%
O=C(O)C1CCCCN1S(=O)(=O)c1ccccc1 (stereo not drawn)	2.9%	0.24	-0.16	0.54	0.075	7%	10%	-1%	-20%	-4%	-19%	0.6%
CCC(C(=O)Nc1cccc(C(=O)O)c1)c1ccccc1 (stereo not drawn)	-1.4%	-0.5	-0.28	-0.18	0.77	14%	6%	18%	-24%	9%	-29%	0.1%
COc1ccc(C(=O)CSc2nnc(CNC(=O)c3ccco3)n2C)cc1OC	6.0%	.	.	.	.	.	.	-1%	-22%	-14%	-41%	-0.4%
O=C(c1ccc(F)cc1)C1CCN(Cc2ccc(F)cc2)CC1	-0.3%	.	.	.	.	.	.	-6%	-18%[20 µM]	11%	-27%	-0.3%
N#C/C(=C\c1ccccc1C(F)(F)F)C(=O)Nc1ccccc1F	-2.8%	0.88	-0.28	0.13	-0.17	11%	21%	6%	.	-8%	6%	1.0%
CCCC(=O)c1cc(F)c(N2CCN(CCC#N)CC2)cc1C	5.2%	-0.092	-0.15	-0.033	1.2	3%	-11%	-5%	-12%	-4%	-18%	-0.3%
COCCOC(=O)N/C=C\c1nc2ccccc2c(=O)[nH]1	1.7%	-0.37	-0.28	-0.53	0.31	5%	34%	15%	-7%	-5%	-24%	0.0%
COC(=O)c1ccc2c(c1)C(=O)N(C1CCCCC1)C2=O	3.1%	2.2	-0.19	0.93	-1.6	3%	-4%	12%	8%	5%	6%	-0.1%
Fc1ccccc1NC(=S)NCc1ccc(Cl)cc1	-0.9%	.	.	.	.	.	.	1%	-79%[20 µM]	-3%	-22%	-0.4%
CC/C(=N\Nc1ccc([N+](=O)[O-])cc1[N+](=O)[O-])c1ccc(O)cc1	1.6%	.	.	.	.	.	.	2%	36%	8%	-8%	0.6%
COc1c2ccoc2c(OC)c2oc(=O)ccc12	0.6%	-0.24	-0.81	0.28	0.47	8%	-10%	9%	6%	18%	-8%	0.6%
O=C(O)c1ccc(S(=O)(=O)N2CCCCCC2)cc1	-4.6%	-0.51	-0.38	-0.058	0.58	1%	3%	9%	-29%	6%	-18%	-0.1%
O=C(O)CCc1nn2c3ccccc3n(CCO)c2nc1=O	-0.2%	-1.4	0.097	-0.56	0.43	4%	-8%	21%	-31%[20 µM]	31%	-27%	-0.1%
Cc1ccccc1OCC(O)CNC1CCC(NCC(O)COc2ccccc2C)CC1 (stereo not drawn)	-5.7%	.	.	.	.	.	.	0%	-42%	24%	4%	0.0%
Cc1c(C)c2ccc(OC(C)C(=O)N3CC[C@@]4(O)CCCC[C@H]4C3)cc2oc1=O (stereo partly drawn)	0.1%	.	.	.	.	.	.	-4%	7%[20 µM]	22%	-29%	0.3%
O=C1CCC(/C=C/c2ccccc2)=NN1Cc1ccc(Cl)c(Cl)c1	0.4%	-0.6	-0.22	-0.42	0.87	1%	-9%	14%	7%	3%	22%	-0.1%
COc1cccc(C2C(C(=O)c3ccco3)=C(O)C(=O)N2CCN(C)C)c1OC (stereo not drawn)	-2.2%	-0.76	-0.32	-0.69	0.62	7%	25%	6%	-9%	-1%	-17%	-0.2%
CCOC(=O)/C=C1\CN(CCC(C)C)S(=O)(=O)c2ccccc21	2.5%	.	.	.	.	.	.	4%	-23%[20 µM]	-14%	-23%	-0.3%
Cc1cccc2cc(CN(CC3CCCO3)S(=O)(=O)c3ccccc3)c(=O)[nH]c12 (stereo not drawn)	6.3%	.	.	.	.	.	.	14%	-1%	3%	50%	-0.1%
CCN(CCN1CCCC1)C(=O)c1cc(COc2ccccc2SC)on1	3.3%	.	.	.	.	.	.	18%	-13%	?	-22%	-0.1%
COc1cc(/C=N/NC(=O)c2ccc(CSc3nc4ccccc4[nH]3)cc2)ccc1O	-3.4%	0.81	-0.34	0.65	0.55	10%	3%	8%	-3%	21%	-22%	-0.2%
CCOc1ccc(N=Nc2c(C)[nH]n(-c3ccccc3)c2=O)cc1	1.7%	.	.	.	.	.	.	2%	-21%[20 µM]	0%	-36%	0.7%
O=c1[nH]c(Cc2ccccc2)nc2c1oc1ccccc12	3.3%	-0.27	0.2	-0.036	0.24	7%	-7%	4%	-15%	11%	0%	-0.1%
CCCS(=O)(=O)c1nc(S(=O)(=O)c2ccc(C)cc2)c(N2CCCC2)s1	0.4%	0.0014	-0.1	-0.003	0.51	11%	-5%	2%	-3%	-28%	-26%	-0.2%
COc1cccc(-n2cnc(=O)c3cccnc32)c1	0.1%	-0.76	-0.17	-0.52	0.74	10%	9%	0%	27%	-4%	-19%	-0.2%
COc1ccc(CCNC(=S)N2CCN(S(=O)(=O)c3ccc(Cl)cc3)CC2)cc1	3.7%	.	.	.	.	.	.	1%	20%	-2%	-30%	0.3%
Fc1cccc(F)c1/C=C/c1ccc2ccccc2n1	3.1%	0.51	-0.25	0.57	-0.56	5%	9%	-176%	-16%	11%	-35%	0.7%
Cn1c(CS(=O)Cc2c(Cl)cccc2Cl)nnc1SCc1c(Cl)cccc1Cl (stereo not drawn)	-3.4%	-0.26	-0.21	-0.58	0.64	-2%	24%	-2%	-1%	8%	-22%	0.1%
O=C(O)c1cccc(S(=O)(=O)N2CCC(Cc3ccccc3)CC2)c1	-1.4%	.	.	.	.	.	.	3%	-36%[20 µM]	6%	6%	-0.2%
CCC(C)N1CC23C=CC(O2)C(C(=O)OC)C3C1=O (stereo not drawn)	-2.5%	-1.7	-0.2	-0.8	0.33	-1%	7%	7%	-45%	5%	-10%	-0.3%
Oc1ccc(/C=N/Nc2ccnc3cc(Cl)ccc23)c(O)c1O	-5.1%	.	.	.	.	.	.	17%	-46%	34%	-4%	-0.2%
C[n+]1ccc(C(=O)NCc2ccccc2)cc1	4.7%	.	.	.	.	.	.	-5%	8%	-12%	-23%	-0.1%
Cc1cc2c(cc1C)[n+](C)cn2CC(O)COCC1CC=CCC1 (stereo not drawn)	.	-1.4	-0.23	-1.4	2	16%	-12%	-2%	-19%[20 µM]	-3%	-36%	-0.1%
Cc1ccc(C(=O)N2CCC(n3nccc3NC(=O)C3CCOC3)CC2)cc1 (stereo not drawn)	4.1%	.	.	.	.	.	.	-2%	7%	11%	-33%	0.4%
Cc1nc(SCC(=O)NC(=O)NCc2ccco2)nc(C)c1C	3.0%	-0.12	-0.3	0.22	-0.12	1%	6%	1%	-36%	25%	-33%	-0.3%
CCCn1c(=O)[nH]c(=O)c2c(C(=O)OCC)cc(-c3cccs3)nc21	4.0%	-0.32	-0.32	0.15	1	20%	-16%	0%	-82%	47%	9%	0.0%
COc1ccc([N+](=O)[O-])cc1/C=N/NC(=O)CNC(=O)C(c1ccccc1)c1ccccc1	-3.0%	0.14	-0.24	0.15	0.24	1%	-1%	4%	-11%	9%	-20%	-0.2%
COc1nccnc1NS(=O)(=O)c1ccc(NC(=O)c2ccccc2Br)cc1	2.0%	.	.	.	.	.	.	-3%	-44%	?	-26%	-0.1%
Cn1c(SCC(=O)Nc2ccc(NC(=O)c3cccs3)cc2)nnc1-c1ccncc1	-3.0%	2.2	-0.24	1.4	-1.4	6%	-11%	10%	22%	16%	-21%	-0.4%
COc1cc(/C=C/C(=O)OCC(=O)Nc2cccc(Oc3ccccc3)c2)ccc1O	2.2%	3	-0.098	1.4	-2.1	6%	-8%	-16%	-1%	18%	6%	0.3%
